# Source: PubChem BioAssay (National Center for Advancing Translational Sciences (NCATS))
# TRPV1 ag: HTS Assay for Compounds that Act as Agonists of the Vanilloid Receptor 1. TRPV1-expressing cells, Fluo-8 calcium influx, agonist mode. AID 540275, 2011. activation, % at 8.33 µM. 320,000 compounds, 0.19% hits; in the data active = activation above about 80%; inconclusive = between about 30% and that limit; note: 0% is about no effect
#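 TRPV1-expressing cells were cultured overnight at 35.5C and loaded with Fluo-8 calcium dye for 40 to 90 min at room temperature. After a 10 s baseline, compound was added and calcium influx was read kinetically for 3 min (ex 480/em 520 nm).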
# A-T KAP1 phos: qHTS Assay for Identifying a Potential Treatment of Ataxia-Telangiectasia | […] A-T fibroblasts, KAP-1 phosphorylation AlphaLISA; neocarzinostatin DNA damage 30 min before lysis | Potency, µM (top dose mostly 57.5 µM), inactives show at the top dose activation, actives largely listed as activators | 320,000 compounds, 0.19% hits; note: potency is the fitted concentration of half-maximal effect; % of control where 0% means no effect; nearly all actives have a fitted effect of over 45% in size
#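 ATM-like activity read as KAP-1 phosphorylation via AlphaLISA donor/acceptor antibody pairs after lysis and 6 hr at 25C. Cells were ATM-null patient fibroblasts ([…], hTERT), dosed 60 min, then exposed to the DSB inducer NCS for 30 min.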
# hERG WT inh: qHTS for Inhibitors of KCHN2 3.1: Wildtype qHTS; AID 720551, 2013; activity change, % at 1.84 µM; Voltage-gated inwardly rectifying potassium channel KCNH2 (Homo sapiens), Q12809; 340,000 compounds, 0.37% hits; U2OS, BacMam KCNH2, thallium flux FluxOr; active compounds read low;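 active = maximum activity change below -70%; inconclusive = maximum activity change between -70% and -50%; inactive = maximum activity change above -50%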; note: % is set by controls: 0 for no effect and ±100 for the full control effect
#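 U2OS cells were transduced with wild-type KCNH2 virus (2.03 x 10^8 / mL) for 4 h at room temperature, then cultured overnight at 37 C. Thallium flux was read with FluxOr dye. Rate constants were normalized to DMSO controls.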
# Mito fusion yeast: qHTS Assay for Small Molecule Inhibitors of Mitochondrial Division or Activators of Mitochondrial Fusion; S. cerevisiae fusion-defective mutant growth rescue, CellTiterGlo 48 h; Potency, µM (titrated, usually from 46.1 µM), for inactives: top-dose growth rescue (activation), most hits filed as activators; 320,000 compounds, 0.23% hits;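 note: potency is the fitted concentration of half-maximal effect; % of control where 0% means no effect; nearly all actives have a fitted effect of over 45% in size; temperature-sensitive fusion mutants such as fzo1-1 at 37 °C on non-fermentable ethanol glycerol medium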
#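 Luminescent cell viability in 1536-well qHTS format served as the measure of rescued growth in ts fusion-mutant S. cerevisiae cultured on non-fermentable YPEG for 48 hours at 37C.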
# KCNH2 3.1 block: qHTS for Inhibitors of KCHN2 3.1: Mutant qHTS; Potassium voltage-gated channel subfamily H member 2, brain isoform KCNH2 3.1 (human); AID 720553, 2013; 340,000 compounds, 0.95% hits; U2OS KCNH2 3.1, thallium flux FluxOr; active compounds read low; activity change, % (tested at about 1.8 µM);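 active = maximum activity change below -70%; inconclusive = maximum activity change from -70% to -50%; inactive = maximum activity change above -50%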;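 note: thallium influx rate constant from kinetic fluorescence after stimulation buffer; % is set by controls: 0 for no effect and ±100 for the full control effect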
#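 Thallium flux read-out: FluxOr dye with Red40 quencher in HBSS/HEPES, 45 min at RT. Rate constants from kinetic reads were normalized to positive and negative DMSO controls. Cells: U2OS virally expressing the 3.1 isoform.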
# Eya2 inh: qHTS Assay for Inhibitors of the Phosphatase Activity of Eya2. Protein phosphatase EYA2 (Homo sapiens), O00167. recombinant Eya2, OMFP fluorescence dephosphorylation (OMFP is methylfluorescein phosphate). Potency, µM (highest dose often 76.9 µM), inactives show top-dose activity, negative = inhibition, usual class: inhibitors. 330,000 compounds, 0.006% hits. AID 488837, 2010; note: potency is the fitted concentration of half-maximal effect; % is set by controls: 0 for no effect and ±100 for the full control effect
#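 Eya2 (0.2 uM) preincubated 10 min at ambient with compound, then OMFP substrate added at 50 uM; 10 min reaction in 50 mM HEPES pH 7.5, 50 mM NaCl, 5 uM MgCl2, 0.05% BSA, 1 mM DTT. Fluorescence read at Ex 485/Em 525 nm.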
# USP2a block: qHTS Assay for Inhibitors of Ubiquitin-specific Protease USP2a Using CHOP2 as the Reporter; Potency, µM (top dose mostly 38.3 µM), inactives show top-dose activity change, negative = inhibition, hits mostly inhibitors; USP2 core, Ub-CHOP2 coupled fluorogenic reporter, 485/531; 330,000 compounds, 0.01% hits;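 note: potency is the fitted concentration of half-maximal effect; plate controls were DMSO wells for no effect and full inhibition by NEM control for full effect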
#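 USP2 core (10nM final) preincubated 30min RT with compound in 20mM Tris-HCl pH 8.0, 2mM CaCl2, 2mM beta-mercaptoethanol, 0.05% CHAPS; 25nM Ub-CHOP2 plus 25nM reporter substrate added, fluorescence (Ex485/Em531) read after 60min.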
# TCR activator: Activators of T cell receptors: qHTS campaign | AID 504894, 2011 | Potency, µM (top dose mostly 9.22 µM), without a hit: at the top dose activation of IL-2 secretion, hits mostly activators | primary human leukocytes, anti-CD3, IL-2 HTRF, 48 h | 330,000 tested, under 10 active; note: % of control where 0% means no effect
#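 Compounds are tested in HTS on primary human leukocytes co-incubated with a-CD3 beads for 48 hr. IL-2 output is measured by time-resolved FRET.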
# TSHR antag: Antagonists of the Thyroid Stimulating Hormone Receptor: HTS campaign | 330,000 compounds, 0.2% hits | activity change, negative = inhibition, % at 11.5 µM | TSHR-expressing cells, TSH-stimulated cAMP HTRF, 2 h; active compounds read low | Thyrotropin receptor (Homo sapiens), P16473;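 active = activity change below a set negative limit, meaning inhibition stronger than a set level, cut at about -70% in these data; inconclusive = activity change between two set negative limits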; note: % is set by controls: 0 for no effect and ±100 for the full control effect
# Target sequence (P16473 whole entry, looked up): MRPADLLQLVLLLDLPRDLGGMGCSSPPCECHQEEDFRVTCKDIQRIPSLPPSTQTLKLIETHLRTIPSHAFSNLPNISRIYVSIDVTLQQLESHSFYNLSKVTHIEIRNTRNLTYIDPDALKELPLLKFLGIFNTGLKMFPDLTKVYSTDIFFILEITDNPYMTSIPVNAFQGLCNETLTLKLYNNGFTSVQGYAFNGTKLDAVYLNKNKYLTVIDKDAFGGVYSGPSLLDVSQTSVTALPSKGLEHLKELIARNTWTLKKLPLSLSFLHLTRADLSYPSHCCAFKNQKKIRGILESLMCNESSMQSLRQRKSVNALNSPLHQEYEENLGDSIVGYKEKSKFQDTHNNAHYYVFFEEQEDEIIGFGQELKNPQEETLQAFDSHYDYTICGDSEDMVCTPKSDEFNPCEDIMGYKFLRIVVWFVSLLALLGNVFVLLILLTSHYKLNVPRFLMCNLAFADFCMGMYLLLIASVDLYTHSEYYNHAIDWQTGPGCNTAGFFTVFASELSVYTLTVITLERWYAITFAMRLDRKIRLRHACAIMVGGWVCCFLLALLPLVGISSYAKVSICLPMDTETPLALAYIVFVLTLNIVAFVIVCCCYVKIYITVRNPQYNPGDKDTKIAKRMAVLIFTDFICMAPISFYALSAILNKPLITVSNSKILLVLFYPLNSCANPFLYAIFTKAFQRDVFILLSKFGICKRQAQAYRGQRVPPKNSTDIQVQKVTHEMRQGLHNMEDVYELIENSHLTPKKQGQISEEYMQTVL
#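 Read-out is FRET at 665 nm (cryptate excitation 337 nm) from a cryptate-tagged anti-cAMP antibody, competed by cell cAMP against cAMP-d2. Compounds are tested on freshly harvested TSHR cells challenged with 4nM TSH (EC80) for 2 hours at 37 deg C.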
# ELG1 repair inh: qHTS screen for small molecules that inhibit ELG1-dependent DNA repair in human embryonic kidney (HEK293T) cells expressing luciferase-tagged ELG1 | HEK293T ELG1-luciferase reporter, luminescence, 16 h; DNA damage induced by 5-fluorouridine | Potency, µM (titrated, usually from 46.1 µM), inactives show at the highest dose activity change, negative = inhibition, most hits filed as inhibitors | 330,000 compounds, 2.3% hits; note: potency is the fitted concentration of half-maximal effect; % is set by controls: 0 for no effect and ±100 for the full control effect; nearly all actives have a fitted effect of over 55% in size
#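 5-Fluorouridine DNA damage + compound/DMSO, 2,000 cells/well, 16 h, 37 °C/5% CO2. ONE-Glo, 30 min RT, luminescence. Readout = decrease in reporter signal.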
# * marks the source's active call; other numbers are inactive results; ? = inconclusive; . = not tested or not shown; [ ] = another dose, or the depositor's remark. Unless noted, calls come from the whole dose curve; as a rule, active = well fitted curve in the direction sought with a large enough effect; inconclusive = small, poorly fitted or top-dose-only effect, or another doubt; inactive = no such curve, though single readings can be large; an effect the other way counts as inactive or inconclusive. This is a subset; the hit share may differ from the screen's.
SMILES,TRPV1 ag,A-T KAP1 phos,hERG WT inh,Mito fusion yeast,KCNH2 3.1 block,Eya2 inh,USP2a block,TCR activator,TSHR antag,ELG1 repair inh
COCCCN1CC(=O)N2C(c3ccccc3)c3[nH]c4ccccc4c3C[C@H]2C1=O (stereo partly drawn),2,9%,7,2%,8,3%,-1%,-21%,1,2%
COc1cc(NC(=S)NC2CC(C)(C)NC(C)(C)C2)c(OC)cc1Cl,1,0%,-11,-2%,19,?,9%,-1%,-13,-3%
O=C(Nc1cc(=O)[nH]c2ncnn12)c1ccccc1,1,-4%,1,0%,-17,-8%,-2%,-3%,-2,0%
COc1ccc(-c2csc(C)n2)cc1,-1,.,-8,-1%,2,0%,1%,1%[46.1 µM],-3,?
COc1cc(NC(=S)NC(=O)c2c(OC)cccc2OC)ccc1NC(=O)c1cccs1,-3,1%,-7,-4%,-3,6%,1%,1%,-2,?
CCN1C(=O)[C@H]2[C@@H](c3ccc(SC4CCCCC4)c(OC)c3)N[C@@](Cc3ccccc3)(C(=O)OC)[C@H]2C1=O,5,-5%,-8,18%,4,-22%,0%,0%,17,-1%
CN(C)C(=O)CCc1ccc2c3c([nH]c2c1)[C@]1(CCc2ccccc2)[C@@H](C(=O)N2CCCCC2)C[C@H](CC(=O)NCc2cccc(C(F)(F)F)c2)C(=O)N1CC3,.,10%,-12,.,1,8%,1%,2%[46.1 µM],17,?
CCOC(=O)CN=C1CC(C)(C)CC2=C1Sc1ncnc(N(C)C)c1N2,-2,1%,-2,-6%,0,11%,11%,.,-1,?
O=C(NCC1CCCO1)c1ccccc1NS(=O)(=O)c1cccs1 (stereo not drawn),-1,6%,-4,3%,-2,-9%,-1%,0%,2,3%
COCCN(C(=O)c1ccc(COc2ccccc2)o1)c1c(N)n(CC(C)C)c(=O)[nH]c1=O,-4,5%,2,-1%,6,6%,-1%,3%,9,15%
O=c1[nH]c2ccccc2c2nc(-c3cccc(S(=O)(=O)N4CCCC4)c3)nn12,4,4%,-10,0%,-4,-13%,9%,4%,-13,-20%
CCCCN1C=C(C(=O)OC)C(c2ccccc2C(F)(F)F)C(C(=O)OC)=C1,?,2%,-3,2%,?,14%,3%,-2%,-20,4%
Cc1cc(C)cc(C(=O)O/N=C(\N)c2ccc(Br)cc2)c1,11,9%,-1,15%,-4,-5%,-1%,-2%,5,21%
O=C(NC(=S)Nc1ccc(CN2CCOCC2)cc1)c1ccco1,1,4%,-3,-12%,-9,-4%,3%,-3%,4,?
CCNC(=O)NC(=O)COC(=O)CCCSc1nc2ccccc2[nH]1,-2,-9%,-1,2%,-8,-2%,0%,0%,5,13%
Cc1cccc(C)c1OCC(=O)OCC(=O)Nc1ccc(Cl)cn1,3,-4%,-12,-6%,5,-14%,3%,2%,1,19%
CCCC(=O)Oc1cccc(C2NC(=O)c3ccccc3O2)c1 (stereo not drawn),-1,24%,0,2%,-10,15%,0%,2%,3,?
COc1cccc(NC(=O)CSc2c3c(nc4ccccc24)CCCC3)c1,23,9%,-7,-13%,11,-2%,3%,-28%[46.1 µM],11,18%
Cc1ccc(Cc2cncc(O)c2)cc1S(=O)(=O)O,2,-3%,-5,-2%,2,-6%,-1%,-3%,1,6%
CSCCC(NC(=O)c1ccccc1)C(=O)N1CCCCCCC1 (stereo not drawn),-2,2%,-1,3%,3,-6%,-1%,.,0,6%
N#C/C(=C(\O)c1ccco1)c1ccccn1,5,32%,30,-6%,24,-1%,1%,-6%,-7,?
C[n+]1ccccc1Nc1cc([N+](=O)[O-])ccc1N,-3,-1%,-2,0%,16,-13%,-2%,0%,0,-16%
CCOC(=O)Nc1cc2c(C)cc(=O)oc2cc1C,2,-1%,-5,-3%,-3,10%,1%,4%,0,?
COc1ccc(CNC(=O)Cn2ccc([N+](=O)[O-])n2)cc1OC,1,-26%,5,-7%,2,10%,-1%,1%,-4,12%
C/C(=N/NS(=O)(=O)c1ccc(C)cc1)[C@H]1C[C@@H]1c1ccccc1,-5,15%,11,-2%,13,?,1%,-3%,0,-16%
COC(=O)c1c(C)nc(C)c(C(=O)OC)c1-c1cccs1,11,4%,-1,-5%,3,-9%,1%,0%,4,-3%
COc1ccc(C)cc1NS(=O)(=O)c1ccc2c(c1)n(C)c(=O)n2C,0,4%,0,1%,15,14%,1%,-47%,8,?
c1ccc(-c2nc3nonc3c3nc4ccccc4n23)cc1,-1,6%,5,16%,-80*,8%,0%,7%,-14,-24%
O=C(N/N=C/C=C\c1ccccc1[N+](=O)[O-])c1cccs1,1,-1%,2,-1%,-5,-10%,-1%,-1%[46.1 µM],-2,?
COc1ccc(S(=O)(=O)N2CCOCC2)cc1NC(=O)COc1cccnc1[N+](=O)[O-],6,-5%,-9,-4%,-7,10%,3%,-2%,10,?
O=C(Nc1cccn(Cc2c(Cl)cccc2Cl)c1=O)c1ccc(Cl)cc1Cl,.,10%,5,1%,-8,?,2%,0%,-6,-5%
Cc1cc(OCC(=O)NCCCn2ccnc2)c2c(C)c(C)c(=O)oc2c1,-3,1%,20,9%,0,-1%,4%,-3%,5,?
O=c1cc(/C=C/c2ccccc2)oc2c1ccc1ccccc12,26,-4%,-2,?,4,1%,2%,-3%[46.1 µM],-15,18µM*
Cc1c(/C=N\NC(=O)C2(C)CC2(Cl)Cl)cnn1C (stereo not drawn),0,-12%,-4,-2%,-20,5%,2%,0%[46.1 µM],-4,-14%
Cc1cccc(CC(=O)Nc2ccon2)c1,-5,3%,-1,-1%,12,-11%,2%,2%,10,-3%
CC(CCc1ccccc1)NC(=O)C(Cc1ccccc1)NS(=O)(=O)c1cccs1 (stereo not drawn),4,2%,-4,16%,2,8%,1%,-5%,8,-3%
CC(=O)Nc1ccc(S(=O)(=O)N2CCN=C2SCc2cccnc2)cc1,-2,-2%,-5,2%,17,?,3%,-8%,0,?
COC(=O)C1C(c2ccccc2)C(C(=O)N2CCOCC2)C1c1ccccc1 (stereo not drawn),.,?,0,1%,-1,15%,-2%,5%,21,-7%
CCCNC(=O)c1n[nH]c2c1CC(C(C)(C)CC)CC2 (stereo not drawn),-8,7%,.,23%,.,8%,4%,10%,2,25%
Cn1c(=O)n(C)c2cc(/C=N/NC(=S)NCc3ccccc3)ccc21,0,13%,-3,0%,-7,2%,-1%,0%[46.1 µM],-5,27%

# Record cards, from the list above. Order of screens: TRPV1 ag | A-T KAP1 phos | hERG WT inh | Mito fusion yeast | KCNH2 3.1 block | Eya2 inh | USP2a block | TCR activator | TSHR antag | ELG1 repair inh
# `CC(CCc1ccccc1)NC(=O)C(Cc1ccccc1)NS(=O)(=O)c1cccs1` (stereo not drawn) is listed with 4 | 2% | -4 | 16% | 2 | 8% | 1% | -5% | 8 | -3%
# `COc1ccc(C)cc1NS(=O)(=O)c1ccc2c(c1)n(C)c(=O)n2C` is listed with 0 | 4% | 0 | 1% | 15 | 14% | 1% | -47% | 8 | ?

# The listing picks up; the three compounds before the break are reprinted first.
SMILES,TRPV1 ag,A-T KAP1 phos,hERG WT inh,Mito fusion yeast,KCNH2 3.1 block,Eya2 inh,USP2a block,TCR activator,TSHR antag,ELG1 repair inh
COC(=O)C1C(c2ccccc2)C(C(=O)N2CCOCC2)C1c1ccccc1 (stereo not drawn),.,?,0,1%,-1,15%,-2%,5%,21,-7%
CCCNC(=O)c1n[nH]c2c1CC(C(C)(C)CC)CC2 (stereo not drawn),-8,7%,.,23%,.,8%,4%,10%,2,25%
Cn1c(=O)n(C)c2cc(/C=N/NC(=S)NCc3ccccc3)ccc21,0,13%,-3,0%,-7,2%,-1%,0%[46.1 µM],-5,27%
Cc1nc2scc(C)n2c(=O)c1S(=O)(=O)N1CCN(c2ccc(F)cc2)CC1,10,-4%,-17,-10%,6,-11%,2%,6%,18,10%
CC(C)(C)C1=C[C@@H](CO)C[C@@H](CO)C1,-27,1%,-12,-13%,2,0%,0%,7%,-3,9%
Cc1ccc(NC(=O)C2(c3ccccc3)CCOCC2)c([N+](=O)[O-])c1,7,-1%,11,19%,10,-2%,-1%,8%[46.1 µM],-1,1%
Cc1[nH]nc2c1C(c1cnn(C)c1)C(C#N)=C(N)O2 (stereo not drawn),1,0%,3,1%,-9,4%,-1%,-13%,1,-12%
Cc1cc(OCC(=O)NC2CC(C)(C)NC(C)(C)C2)c(C)cc1Br,3,-26%,-3,2%,.,-10%,-2%,-2%,0,2%
